# ERK EGF block = blocks ERK signaling stimulated by EGF; Potency, µM (doses to about 11.5 µM), for inactives: at the highest dose activity change, negative = inhibition, usual class: inhibitors; hit rate 0.41% among 130,000; HEK293-V1b, EGF-stimulated phospho-ERK AlphaScreen; AID 1454; active = well fitted inhibition curve with a large enough effect; inconclusive = small, poorly fitted or top-dose-only effect, or effect the other way;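 also: plate controls were stimulated vehicle wells for no effect and unstimulated vehicle basal for full effect; nearly all actives have a fitted effect of over 55% in size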
#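 After overnight plating in 1% FBS, HEK293-V1b cells received test compound for half an hour, then a 5 min pulse of EGF (25 nM); ERK phosphorylation in lysates was read by bead-based AlphaScreen.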
# * marks the source's active call; other numbers are inactive results; ? = inconclusive; & = joins results of further samples; [ ] = dose if it differs, or a comment. Potency is read from the fitted curve at half-maximal effect. This is a subset (hit frequency here may not be typical).
SMILES,ERK EGF block
CC(c1ccccc1)n1cncc1C(=O)O (configuration not stated),7%
O=C(Nc1ccncc1)c1cccn(Cc2ccccc2)c1=O,-6%
C[C@@H](c1ncncc1F)[C@](O)(Cn1cncn1)c1ccc(F)cc1F,?
CC1(C)C2C[C@@H](O)[C@]3(C)C(CC[C@@]4(C)[C@H](c5ccoc5)C[C@H]5O[C@]543)[C@@]2(C)[C@@H](O)C[C@H]1O (some centres not stated),-11%
CN1CCN(/N=C/c2c[nH]c3ccccc23)CC1,-4%[57.5 µM]
COc1ccc(NC(=S)NC(NC(=O)CF)C(Cl)(Cl)Cl)c([N+](=O)[O-])c1 (configuration not stated),-8%
CCOC(=O)c1ncn2c1[C@H]1CCCN1C(=O)c1cc(OC)ccc1-2,-4%
NC(CC(=O)O)C1CCCCC1 (configuration not stated),2%
Cc1ccc(-n2c(O)c(/C=N/Nc3ccccc3)c(=O)[nH]c2=O)cc1C,-2%[57.5 µM]
CC1CN(c2ccc([N+](=O)[O-])c(N3CCCCC3)c2)CCN1 (configuration not stated),-10%[57.5 µM]
Cc1c(N=Cc2c(O)n(Cc3ccccc3)c(=O)[nH]c2=O)c(=O)n(-c2ccccc2)n1C,-13%
Cc1ccccc1-n1c(O)c(/C=N/NC(=O)c2ccccc2O)c(=O)[nH]c1=S,3%[57.5 µM]
CCCCCCCCC(=O)NCc1ccc(O)c(OC)c1,2%&33%
NCCc1c[nH]c2ccc(F)cc12,-13%[57.5 µM]
CCOC(=O)C1=C(N)OC2=C(C(=O)CCC2)C12C(=O)N1c3c(ccc(C)c32)C(C)=CC1(C)C (configuration not stated),1%
O=c1c2ccccc2[nH]c(=S)n1-c1ccc2c(c1)OCCO2,-1%[57.5 µM]
CCCCn1c(O)c(C(C)=NCCc2c[nH]c3ccccc23)c(=O)[nH]c1=O,-4%[57.5 µM]
C[C@H]1C[C@H](C)C(=O)[C@@H]([C@H](O)CC2CC(=O)NC(=O)C2)C1,-2%
CC/C(=N\N1CCCCCC1)c1c(O)n(-c2ccc(C)cc2)c(=O)[nH]c1=O,7%
CC1OC(=O)C(C(C)C)NC(=O)C(C(C)C)OC(=O)C(C(C)C)NC(=O)C(C)OC(=O)C(C(C)C)NC(=O)C(C(C)C)OC(=O)C(C(C)C)NC(=O)C(C)OC(=O)C(C(C)C)NC(=O)C(C(C)C)OC(=O)C(C(C)C)NC1=O (configuration not stated),7%
CC(C)c1ccc(-n2c(O)c(/C=N/N3CCOCC3)c(=O)[nH]c2=S)cc1,6%[57.5 µM]
COC(=O)c1ccccc1-n1c(C)nc2ccccc2c1=O,-1%
Cc1nn(Cc2ccccc2)c(Cl)c1C(=O)OCC(=O)N1CCCC1,-8%
CCc1c(C)nc(N)nc1N1N=C1SC(C(C)=O)C(C)=O,-6%
O=C(N/N=C/c1c(O)n(CCC2=CCCCC2)c(=O)[nH]c1=O)c1ccccc1,4%
CSc1ccc(CNC(C)C(O)c2ccccc2)cc1 (configuration not stated),-7%
O=c1[nH]c(=S)n(C2CC2)c(O)c1C=NCCc1ccccc1,-6%[57.5 µM]
CC/C=C\C/C=C\C/C=C\C/C=C\C/C=C\CCCC(N)=O,-9%
N=C1SCC(=O)N1Cc1ccccc1,-1%
CC(C)c1ccc2c(c1O)CCC1C3=C(CC[C@]21C)C(=O)OC3 (some centres not stated),20%
O=C1OCc2cc(N=Nc3c(O)[nH]c(=O)[nH]c3=O)ccc21,-1%[57.5 µM]
CC(C)CN1CCCC2(CCN(C(=O)c3ccncc3)CC2)C1,0%
CNCC(O)c1ccc(O)cc1 (configuration not stated),2%&12%
CCN1CC2([N+](=O)[O-])CC=C(Cl)C([N+](=O)[O-])(C1)C2 (configuration not stated),-7%
Cc1c(C(=O)N2CCC3(CC2)OCCO3)sc2ncnc(N3CCc4ccccc4C3)c12,-4%
Cn1cc(C(=O)N2CCOCC2)c2ccccc21,3%
C=C(C)CN1CC[C@]23c4c5ccc(O)c4O[C@H]2c2[nH]c4ccccc4c2C[C@@]3(O)C1C5,16µM*
CCOC(=O)[C@]1(C#N)[C@@H]2C=CC(C(N)=O)=CN2[C@@H](C(N)=O)[C@@H]1c1ccc(F)cc1,3%[57.5 µM]
CN(N=O)c1ccc(O)c(O)c1,16%
CCn1c(O)c(C=NCCN2CCOCC2)c(=O)[nH]c1=S,14%[57.5 µM]
O=c1[nH]c(=O)n(-c2cccc3ccccc23)c(O)c1/C=N/N1CCCCCC1,-3%[57.5 µM]
NNCc1ccccc1,26%
COc1cc2c(cc1OC)-c1c(OC)c(OC)c(C=O)c3c1[C@H](C2)N(C)CC3,-18%
CC(C)C(=O)NC(Oc1ccccc1Cl)C(Cl)(Cl)Cl (configuration not stated),-2%
CC1CCCCN1Cc1c[nH]c2ccccc12 (configuration not stated),-2%[57.5 µM]
O=C(c1ccc(Br)cc1)C12CN3CN(CN(C3)C1)C2,-2%
C[C@@H]1O[C@H](O[C@@H]2C=C3CC[C@H]4[C@@H](CC[C@]5(C)[C@@H](c6ccc(=O)oc6)CC[C@]45O)[C@@]3(C)CC2)[C@@H](O)[C@H](O)[C@@H]1O,2%[25.7 µM]
CC(C)CCC1(CN2CCCC2=O)C(=O)NC(=O)NC1=O,-8%[57.5 µM]
O[C@H]1[C@H](O)[C@@H](O)CN2CC[C@H](O)[C@H]12,5%
OCCN1CCN(CCCN2c3ccccc3Sc3ccc(C(F)(F)F)cc32)CC1,?
OC1/C(=C/c2ccc(Cl)cc2Cl)N2CCC1CC2 (configuration not stated),-1%[57.5 µM]
CC(C)Nc1nc(Cl)nc(NC(C)C)n1,25%&4%
NC(=O)COc1c(F)cc(SCCNS(=O)(=O)c2ccccc2)cc1F,12%
N[C@H](C(=O)O)c1cc(=O)[nH]o1,4%
CCN1CCN(c2ccc(N)cc2C)CC1,1%
c1cncc([C@@H]2CCCCN2)c1,0%
CC1(C)OC(c2ccccc2)=C/C(=C/C=C2C(=O)NC(=S)NC2=O)O1,?
Cc1ccc(OCCn2cccc2/C=C2/C(=O)NC(=O)N(Cc3ccco3)C2=O)cc1,5%[57.5 µM]
O=C1NO[C@@H]2CN[C@@H](C(=O)O)[C@H]12,0%
N#CC(C#N)=Cc1ccc(-c2ccccc2)o1,5%

# A draw from above in order of molecular weight, high to low:
SMILES,ERK EGF block
O=c1[nH]c(=O)n(-c2cccc3ccccc23)c(O)c1/C=N/N1CCCCCC1,-3%[57.5 µM]
CC(C)CCC1(CN2CCCC2=O)C(=O)NC(=O)NC1=O,-8%[57.5 µM]
CC1CCCCN1Cc1c[nH]c2ccccc12 (configuration not stated),-2%[57.5 µM]

# Given as labelled records: entries from further up.
O[C@H]1[C@H](O)[C@@H](O)CN2CC[C@H](O)[C@H]12
  ERK EGF block: 5%

OCCN1CCN(CCCN2c3ccccc3Sc3ccc(C(F)(F)F)cc32)CC1
  ERK EGF block: ?

# More structures
Molecule	ERK EGF block
O=C(Nc1cccc(F)c1)N1CCCC2(CCN(C(=O)Oc3ccccc3)CC2)C1	9%
CCC1C2Cn3c(nc4ccccc43)C1N(C)O2 (configuration not stated)	14%[57.5 µM]
Cc1ccc(N)c(C(=O)c2ccc(Br)cc2)c1	?
C=C1CC2C(CC[C@]3(C)C(=O)CCC23)[C@]2(C)C=CC(=O)C=C12 (some centres not stated)	16%
COc1ccc(/C=C/C2=CCN(C)CC2)cc1	-8%
O=c1[nH]c(=S)n(C2CC2)c(O)c1C=Nc1ccc2c(c1)OCO2	14%[57.5 µM]
CCCCCCN1CCN(c2ccc(Cl)cc2)CC1	-1%
N#CCCn1cc(C(=O)Nc2ccc(F)cc2)c(-c2ccc([N+](=O)[O-])cc2)n1	-13%

# Reprinted from the part before: 3 entries, then new ones.
Molecule	ERK EGF block
O=c1[nH]c(=S)n(C2CC2)c(O)c1C=Nc1ccc2c(c1)OCO2	14%[57.5 µM]
CCCCCCN1CCN(c2ccc(Cl)cc2)CC1	-1%
N#CCCn1cc(C(=O)Nc2ccc(F)cc2)c(-c2ccc([N+](=O)[O-])cc2)n1	-13%
COc1ccc(CN2CC3CC(C2)c2cccc(=O)n2C3)cc1OC (configuration not stated)	-7%[57.5 µM]
O=c1[nH]c(=S)n(C2CC2)c(O)c1C=NCC1CCCO1 (configuration not stated)	-7%[57.5 µM]
Cc1[nH]cnc1CCN	3%
CCc1ccc(C(=O)C23CN4CN(CN(C4)C2)C3)cc1	1%
CN1Cc2c(ccc3c2OCO3)[C@@H]2[C@@H](O)Cc3cc4c(cc3[C@@H]21)OCO4	4%[25.7 µM]
CN(C)C(=O)Oc1ccnc2cc(Cl)ccc12	-6%
S=C=NCc1ccccc1	12%
CNC(=O)O/N=C/c1nn(C(=O)C(C)(C)C)cc1Br	3%[57.5 µM]
O=C1NC(c2cc3ccccc3nc2Cl)Nc2ccccc21 (configuration not stated)	11%
CN(C/N=C(\N)N[N+](=O)[O-])S(=O)(=O)c1ccccc1	30%
C[C@H]1O[C@H]1P(=O)(O)O	-15%
COc1ccc(/C=C/C(=O)c2c(O)n(CCC3=CCCCC3)c(=O)[nH]c2=O)cc1	-8%
Fc1ccc(Cn2nnnc2C(c2ccc(F)cc2)N2CC=C(c3ccc(F)cc3)CC2)cc1 (configuration not stated)	4%
CCC(=O)OC1CCC2C3CCC4=CC(=O)CC[C@@]4(C)C3CC[C@]12C (some centres not stated)	5%
O=C(Nc1nccs1)c1c(O)c2c(n(Cc3ccco3)c1=O)CCCC2	1%[57.5 µM]
Cc1ccsc1C(=O)C1CCCN(Cc2cnc(N(C)C)s2)C1 (configuration not stated)	-2%

# Taken from above:
# CCC(=O)OC1CCC2C3CCC4=CC(=O)CC[C@@]4(C)C3CC[C@]12C (some centres not stated) in ERK EGF block has 5%
# O=C(Nc1nccs1)c1c(O)c2c(n(Cc3ccco3)c1=O)CCCC2 in ERK EGF block has 1%[57.5 µM]
# CN(C/N=C(\N)N[N+](=O)[O-])S(=O)(=O)c1ccccc1 in ERK EGF block has 30%

# Other structures.
Molecule	ERK EGF block
COc1cc(/C=C2\C(=O)NC(=O)N(CCc3ccc(F)cc3)C2=O)ccc1O	-1%
CCOc1cc(/C=C2\C(=O)NC(=O)N(CCc3ccc(F)cc3)C2=O)ccc1O	0%[57.5 µM]
C[C@H]1OC[C@@H](C[N+](C)(C)C)O1	15%
CN1CCN(c2ccc(/C=C3\C(=O)NC(=S)N(c4cccc(Br)c4)C3=O)o2)CC1	6%
Fc1ccccc1CNC1CN2CCC1CC2 (configuration not stated)	-3%
COc1cccc(N2C(=O)NC(=O)/C(=C/c3ccc4c5c(cccc35)CC4)C2=O)c1	-3%
CN1CCCC2(CCN(C(=O)Oc3ccccc3)CC2)C1	-5%
c1cc(CCN2CCCC2)ccn1	7%[57.5 µM]
O=CC(Cl)P(=O)(N1CCOCC1)N1CCOCC1 (configuration not stated)	3%[57.5 µM]
Oc1ccc2c3c1O[C@H]1c4[nH]c5c(c4C[C@@]4(O)[C@@H](C2)N(CC2CC2)CC[C@]314)C[C@]1(O)[C@H]2Cc3ccc(O)c4c3[C@@]1(CCN2CC1CC1)[C@@H]5O4	7%
CCC(CO)NC(=O)[C@@H]1C=C2c3cccc4[nH]cc(c34)C[C@H]2N(C)C1 (some centres not stated)	13%
CN(C)c1ccc(C(O)P(=O)(OCc2ccccc2)c2ccc(N(C)C)cc2)cc1 (configuration not stated)	?
CN1CCCC2(CCN(C(=O)c3ccncc3)CC2)C1	-6%
COc1ccc2c(c1O)[C@]13CCN(C)[C@H](C2)[C@@H]1CCC(=O)C3	8%[57.5 µM]
CC1(C)C(=O)C=C[C@]2(C)[C@H]3CC[C@@]4(C)[C@H](c5ccoc5)OC(=O)[C@H]5O[C@]54[C@]3(C)[C@H](O)C[C@@H]12	-13%
COC(=O)c1ccccc1N=Cc1c(O)[nH]c(=S)[nH]c1=O	-4%
O=C1NC(=O)C(CCc2ccncc2)(Cc2ccc(OCc3ccccc3)cc2)C(=O)N1	-4%[57.5 µM]
ClC1=C(Cl)C2(Cl)C3C(Cl)C=CC3C1(Cl)C2(Cl)Cl (configuration not stated)	?
Cn1c(O)c(/C=C2\N=c3ccccc3=C2CCNC(=S)NC2CC2)c(=O)n(C)c1=O	?
CC[C@@]1(O)CC(O)c2c(cc3c(c2O)C(=O)c2c(O)ccc(O)c2C3=O)C1C(=O)OC (some centres not stated)	?
O=[N+]([O-])c1ccc(N2CCCC2)c2ccncc12	3%
CC1Oc2cc3c(-c4c(O)cc(O)c5c(O)c6c(cc45)OC(C)C(C)C6=O)c(O)cc(O)c3c(O)c2C(=O)C1C (configuration not stated)	16µM*
Cc1cc(C=C(C#N)C#N)ccc1N1CCCC1	-8%
CCN(CC)c1ccc(C=C2C(=O)NC(=S)NC2=O)cc1	28µM*
O=C1NC(=O)N(Cc2ccccc2)C(=O)/C1=C\N1CCCc2ccccc21	26%
O=C(Cc1ccccc1)N1CCN(C2CCCCCC2)CC1	0%
O=C(Nc1cccc2ccccc12)N1CCC2(CC1)OCCO2	-2%
c1ccc(N2CC3(CCNCC3)C2)nc1	1%
O=c1[nH]c(=O)n(Cc2ccco2)c(O)c1/C=N/N1CCCCCC1	2%
CC(=O)OC1C[C@H](O[C@@H]2C(O)C[C@H](O[C@@H]3C(O)C[C@@H](OC4CC[C@]5(C)C(CCC6C5CC(O)[C@@]5(C)C(C7=CC(=O)OC7)CC[C@@]65O)C4)OC3C)OC2C)O[C@H](C)[C@H]1O[C@H]1OC(CO)C(O)C(O)C1O (some centres not stated)	18%
O=C(C[n+]1ccn(CCCNP2(=O)C=C(c3ccccc3)OC(c3ccccc3)=C2)c1)c1ccccc1	1%
O=C(CCl)Nc1nccs1	-2%[57.5 µM]
C=C(CO)CC1CC(O)[C@]2(C)OC3CC4OC5C[C@]6(C)O[C@]7(C)CCC8OC9C[C@]%10(C)OC%11C(C)=CC(=O)OC%11CC%10OC9C[C@@H](C)C8OC7CC6O[C@]5(C)C/C=C\C4OC3CC2O1 (some centres not stated)	-17%[57.5 µM]

# Screening results (PubChem BioAssay)
